Y pestis TopoI: Y. pestis Topo-I inhibition via cleavage products | activity, % at 10 µM | 360,000 tested, 0.064% active | Y. pestis Topo-I cleavage product accumulation, plate reader; in the data active = activity above about 50%, passing the limit was not always enough; also: inactives centre near 2
Vc quorum ag: inducers of Vibrio cholerae quorum light production without autoinducers | V. cholerae BH1578 lux reporter, luminescence, 6 h | 350,000 tested, 0.16% active | activation, % at 18.7 µM | AID 588436; in the data active = activation mostly above about 9.7%, no sharp cut-off; also: not every result past the cut was called active; inactives centre near 0; reference of the scale not given here
TcdB GH inh: inhibitors of Clostridioides difficile toxin B glycohydrolase; TcdB glycohydrolase enzymatic assay, plate reader; P18177; inhibition, % at 9.99 µM; 350,000 tested, 0.24% active; AID 652162; in the data active = inhibition above about 10%
SARS 3CLpro inh: SARS-CoV 3CLpro protease inhibition. P0C6X7. recombinant SARS-CoV 3CLpro, quenched FRET peptide cleavage. inhibition, % at 6 µM. 290,000 tested, 0.14% active. AID 1706; in the data active = inhibition above about 12%
Anthrax LF prot: anthrax lethal factor protease inhibition; 360,000 tested, 0.12% active; multiplex microsphere protease cleavage assay, LF; AID 588501; inhibition, % at 10 µM; P15917; also: plate controls were buffer without enzyme for full effect and enzyme alone for no effect
PfHsp40 yeast: rescue of PfHsp40-mediated yeast toxicity; AID 504582; growth rescue, % at 12.5 µM; S. cerevisiae expressing PfHsp40, growth rescue, ATP luminescence; 340,000 tested, 0.68% active; in the data active = growth rescue above about 28%, passing the limit was not always enough;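 also: yeast W303a lacking pdr1 and pdr3 grown in galactose medium; growth measured after three days at 30 °C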
DUSP3 inh: blocks human VHR1 dual specificity phosphatase; P51452; recombinant VHR phosphatase, pNPP absorbance; inhibition, % at 13.3 µM; 290,000 tested, 0.52% active; AID 1654; in the data active = inhibition above about 50%; also: some compounds called inactive have numbers as strong as hits
Target sequence (P51452 whole entry, looked up): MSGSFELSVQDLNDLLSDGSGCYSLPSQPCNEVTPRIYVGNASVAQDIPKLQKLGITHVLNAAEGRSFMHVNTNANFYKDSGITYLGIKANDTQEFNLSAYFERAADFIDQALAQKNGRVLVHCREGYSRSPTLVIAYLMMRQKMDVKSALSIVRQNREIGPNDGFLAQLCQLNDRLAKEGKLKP
PriA SSB inh: inhibitors of Klebsiella pneumoniae PriA binding to SSB C-terminal tail; AlphaScreen SSBct-PriA binding, biotinylated peptide; inhibition, % at 33 µM; 430,000 tested, 0.6% active; in the data active = inhibition mostly above about 37%, no sharp cut-off; inactive = mostly below about 20%;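 also: plate controls were negative control peptide for no effect and reference peptide for full effect; strong numbers were not always called active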
CCHF vOTU inh: CCHFV vOTU protease inhibition; Pep-AMC fluorescence; inhibition, % at 11.5 µM; 370,000 tested, 0.55% active; AID 651958; in the data active = inhibition above about 30%; also: 0% = vehicle wells with enzyme and 100% = no enzyme wells
BoNT-A LC inh2: BoNT A light chain protease inhibition. multiplex microsphere protease substrate cleavage, flow cytometry. AID 588499. 360,000 tested, 0.17% active. inhibition, % at 10 µM; also: plate controls were buffer without enzyme for full effect and enzyme alone for no effect
* marks the source's active call; other numbers are inactive results; i = inactive; . = not tested or not shown. Rule as the data show it, unless noted: active = inhibition above about 30%; inconclusive = no clear call, values can overlap the other calls; inactive = below that. This is a subset; count on the stated rates, not on these rows.

mol	Y pestis TopoI	Vc quorum ag	TcdB GH inh	SARS 3CLpro inh	Anthrax LF prot	PfHsp40 yeast	DUSP3 inh	PriA SSB inh	CCHF vOTU inh	BoNT-A LC inh2
CC12CCCCN1CCCc1c2[nH]c2ccccc12 (stereo not given)	-8	-1.8	1.0	1	-10	1.2	4	5	-16	4.5
Cc1nnc(NC(=O)c2ccc(S(=O)(=O)N3CCCCC3)cc2)s1	1	0.7	-0.2	.	-5	-1.2	.	-1	7	-0.7
Cc1nn2cc(-c3ccccc3)nc2s1	-4	i	0.9	0	8	-0.6	-11	7	-2	0.3
CC12CCC(C(=O)O)(c3nc(C#N)c(C#N)nc31)C2(C)C (stereo not given)	-6	-0.2	.	-4	0	0.2	5	3	12	-1.2
COc1cccc(C(=O)Oc2cc(C)[nH]c(=O)c2[N+](=O)[O-])c1OC	3	-0.1	-1.3	1	-7	0.6	-4	-6	-2	-0.3
Cc1ccc2c(CC(=O)Nc3nc(C)cs3)coc2c1	-5	i	.	-2	-1	0.6	17	-5	-3	-0.6
O=C(Cn1ccc2ccccc2c1=O)N1CCN(Cc2ccc3c(c2)OCO3)CC1	3	-0.7	.	-1	5	-0.2	22	-11	9	-0.7
COc1ccc(-c2cc(C(=O)Nc3cccc(O)c3)no2)cc1	-4	i	-1.1	-5	4	-0.9	13	-6	-9	-1.6
C[C@@H]1CN([C@@H](C)CO)C(=O)c2cc(NC(=O)Nc3ccccc3)ccc2O[C@H]1CN(C)C(=O)Nc1cccc2ccccc12	-6	i	-0.6	.	0	0.4	.	10	.	0.5
CCOc1ccc(S(=O)(=O)N2CCN(C)CC2)cc1NC(=O)c1ccccc1F	-5	-0.4	-9.2	8	-2	0.1	-12	-7	4	1.3
O=C(NCc1nnc(SCC(=O)N2CCCC2)o1)c1ccco1	5	2.9	0.8	-3	0	0.5	20	-1	-2	-0.5
CSc1nc2c(c(=O)[nH]1)C(c1ccc(F)cc1)CC(=O)N2 (stereo not given)	-6	0.3	1.3	1	-1	-1.0	5	-10	-2	0.4
COc1ccc(OC)c(NC(=O)c2ccno2)c1	-10	-0.3	-0.5	-4	-4	-1.2	8	-5	-14	-0.3
Cc1c2cnn(CC(=O)Nc3c(F)c(F)cc(F)c3F)c(=O)c2c(C)n1Cc1ccccc1F	4	i	0.3	4	-8	0.9	1	-12	19	-0.8
Nc1nnc(SCC(=O)OCC(=O)Nc2ccccc2F)s1	5	i	1.9	6	7	-1.6	20	1	6	-0.1
O=C(NCc1ccccc1F)c1cccc(S(=O)(=O)N2CCCCCC2)c1	25	i	0.1	.	-4	-1.1	.	9	-5	-1.3
CCOc1ccc(/C=C2\CCCc3c2nc2ccccc2c3C(=O)O)cc1OC	3	-0.3	.	-34	4	0.9	1	.	.	13
CCOc1ccc(S(=O)(=O)N2CCCC(C(=O)NCc3ccccn3)C2)cc1Cl (stereo not given)	3	i	1.2	.	0	0.8	.	-6	5	-4.9
Cc1cc(=O)oc2c(C)c(OC3CCCCC3=O)ccc12 (stereo not given)	1	i	0.1	-3	10	-0.2	2	-3	-11	-7.3
COc1ccc(-n2c(=S)[nH]c3sc(-c4ccccc4)cc3c2=O)c(OC)c1	-2	i	0.1	1	6	-0.6	-1	-7	-4	-0.1

Brought forward from above: 2 entries, followed by the next part.
mol	Y pestis TopoI	Vc quorum ag	TcdB GH inh	SARS 3CLpro inh	Anthrax LF prot	PfHsp40 yeast	DUSP3 inh	PriA SSB inh	CCHF vOTU inh	BoNT-A LC inh2
Cc1cc(=O)oc2c(C)c(OC3CCCCC3=O)ccc12 (stereo not given)	1	i	0.1	-3	10	-0.2	2	-3	-11	-7.3
COc1ccc(-n2c(=S)[nH]c3sc(-c4ccccc4)cc3c2=O)c(OC)c1	-2	i	0.1	1	6	-0.6	-1	-7	-4	-0.1
Cc1nnc(SCCC#N)n(CCC#N)c1=O	-4	i	.	6	2	-2.2	16	-2	-2	-0.3
COc1ccc(Cl)cc1NC(=O)C/C(C)=N/NC(=O)c1ccccc1[N+](=O)[O-]	-2	i	1.4	-7	-14	-0.4	34	.	4	-1.9
CC(=O)N1CCc2ccc(S(=O)(=O)N3CC(C)OC(C)C3)cc21 (stereo not given)	3	-0.2	0.6	3	-2	-0.1	4	-13	-11	-0.3
N#Cc1ccc(NC(=O)COC(=O)C2CCC2)cc1	3	i	1.2	.	0	.	.	.	-16	-0.4
CCOc1cc(C2NC(=O)c3ccccc3O2)ccc1OC (stereo not given)	1	i	0.9	4	10	0.3	25	-4	6	-1.5
Cc1cc(C)nc(NC(=O)c2cccs2)n1	5	-0.4	1.3	2	5	0.1	19	-6	2	-0.1
Cc1cc(=O)cc(C)n1-c1ccccc1Br	0	-0.4	-0.3	0	-6	-1.5	4	-6	-11	2.0
CC(C)(C)c1ccc(N2C(=O)CC(C/C=C/c3ccccc3)C2=O)cc1 (stereo not given)	0	-0.9	1.1	2	-4	0.3	8	-18	0	-0.7
Cc1nc2c(nnn2Cc2c(Cl)cccc2Cl)c(=O)[nH]1	-8	-0.3	-11	-2	.	-0.9	10	-14	2	.
CCC(C)c1ccccc1OCCCNC1CCCC1 (stereo not given)	2	-1.7	2.6	-6	-6	0.5	4	-5	2	3.1
COCCCNC(=O)c1cccs1	-7	-6.7	.	-2	1	1.3	37	-9	13	0.1
CC(C)NC(=O)Cn1c(=O)c2c(ncn2Cc2ccccc2)n(Cc2ccccc2)c1=O	-10	i	-0.9	-4	-2	0.6	23	-3	.	0.3
CCOC(=O)C1(Cc2ccccc2)CCCN(C(=O)c2cn[nH]c2)C1 (stereo not given)	-4	i	0.4	-2	0	-0.4	-9	-15	18	0.1
CC(C)c1ccccc1NC(=O)c1ccccc1NC(=O)C1CCCCC1	6	i	2.0	2	0	2.5	-5	-7	10	0.4
C[C@H](NC(=O)OCc1ccccc1)C(=O)NNC(=O)[C@H](C)NC(=O)OCc1ccccc1	-10	i	0.2	.	6	-1.7	-13	-15	-3	0.1
CCOC(=O)C1CCC/C1=N\NC(=O)CN(c1cc(OC)ccc1OC)S(=O)(=O)c1ccccc1 (stereo not given)	14	i	-0.9	-6	0	0.6	41	.	-11	0.7
C=CCOc1ccc(/C=C/C(=O)OCC(=O)NC2CCCCCCC2)cc1	21	-0.1	1.3	3	-3	-0.6	5	-7	-3	-1.0
Cc1ccc(Cn2c(=O)c3c(nc4n3CCCN4Cc3ccccc3)n(C)c2=O)cc1	11	i	.	5	-9	0.4	10	4	9	-1.8
Cc1ccc(S(=O)(=O)N2CCOC2CNC(=O)C(=O)NCCN2CCOCC2)cc1 (stereo not given)	4	-0.1	1.9	-5	-4	-0.3	29	-4	-5	-1.1
CCCn1c(C(=O)c2ccc(OC)cc2)nc2ccccc21	3	i	-0.1	2	1	2.5	11	-32	2	-1.6

Next results.
Compound | Y pestis TopoI | Vc quorum ag | TcdB GH inh | SARS 3CLpro inh | Anthrax LF prot | PfHsp40 yeast | DUSP3 inh | PriA SSB inh | CCHF vOTU inh | BoNT-A LC inh2
O=C(NCc1cccnc1)c1ccc(=O)oc1 | 4 | . | . | -2 | -12 | -0.6 | 7 | -10 | 25 | -1.2
CCC(=O)Nc1cccc(NC(=O)CSc2nc3c(c(=O)n(C)c(=O)n3C)n2C)c1 | 1 | -0.2 | -0.2 | -2 | 8 | 0.8 | 7 | -1 | 9 | 4.2
CCOC(=O)c1c(NCC(C)C)c2ccccc2[nH]c1=O | -5 | 17* | . | 1 | -7 | 0.7 | 9 | -4 | 1 | 0.1
O=C(COc1ccc2c(-c3ccccc3)cc(=O)oc2c1)NCCCN1CCOCC1 | 8 | -0.4 | -0.4 | -5 | 1 | 0.7 | 30 | -6 | 19 | 0.4
CCCc1nc(SCC(=O)c2ccccc2)c2c(=O)n(C)c(=O)n(C)c2n1 | 41 | -0.4 | 0.4 | 2 | -9 | 0.4 | 15 | -7 | 0 | -0.4
CCOC(=O)[C@H]1[C@H]2COc3ccc(OC)cc3[C@@H]2N2C(=O)CN(CCc3c[nH]c4ccccc34)C(=O)[C@@]12C | 20 | i | 1.3 | . | -8 | 1.1 | . | 0 | 5 | 0.3
O=C1NC(=O)C(c2cn(-c3ccccc3)nc2-c2ccc(F)cc2)N1 (stereo not given) | 0 | 3.0 | . | -3 | -4 | -0.7 | 17 | -1 | 15 | -0.5

One compound at a time (already shown). Order of screens: Y pestis TopoI | Vc quorum ag | TcdB GH inh | SARS 3CLpro inh | Anthrax LF prot | PfHsp40 yeast | DUSP3 inh | PriA SSB inh | CCHF vOTU inh | BoNT-A LC inh2
`CCC(=O)Nc1cccc(NC(=O)CSc2nc3c(c(=O)n(C)c(=O)n3C)n2C)c1` across the screens: 1 | -0.2 | -0.2 | -2 | 8 | 0.8 | 7 | -1 | 9 | 4.2
`O=C(COc1ccc2c(-c3ccccc3)cc(=O)oc2c1)NCCCN1CCOCC1` across the screens: 8 | -0.4 | -0.4 | -5 | 1 | 0.7 | 30 | -6 | 19 | 0.4

A run of entries of the results above, as a working copy:
Compound | Y pestis TopoI | Vc quorum ag | TcdB GH inh | SARS 3CLpro inh | Anthrax LF prot | PfHsp40 yeast | DUSP3 inh | PriA SSB inh | CCHF vOTU inh | BoNT-A LC inh2
CCOC(=O)[C@H]1[C@H]2COc3ccc(OC)cc3[C@@H]2N2C(=O)CN(CCc3c[nH]c4ccccc34)C(=O)[C@@]12C | 20 | i | 1.3 | . | -8 | 1.1 | . | 0 | 5 | 0.3
O=C1NC(=O)C(c2cn(-c3ccccc3)nc2-c2ccc(F)cc2)N1 (stereo not given) | 0 | 3.0 | . | -3 | -4 | -0.7 | 17 | -1 | 15 | -0.5
